# High-throughput results (PubChem)
# M5 antag: antagonists of human muscarinic M5 receptor (CHRM5) | 0.59% of 360,000 active | CHO-hM5 cells, Fluo-8 calcium fluorescence, ACh EC80 | P08912 | inhibition, % at 3 µM;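 active = inhibition above a per-plate cutoff, the mean of that plate's test compounds plus 3 SD, cut at about 27% in these data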;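 also: 0% = acetylcholine EC80 with DMSO and 100% = DMSO without agonist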
# Target sequence (P08912 whole entry, looked up): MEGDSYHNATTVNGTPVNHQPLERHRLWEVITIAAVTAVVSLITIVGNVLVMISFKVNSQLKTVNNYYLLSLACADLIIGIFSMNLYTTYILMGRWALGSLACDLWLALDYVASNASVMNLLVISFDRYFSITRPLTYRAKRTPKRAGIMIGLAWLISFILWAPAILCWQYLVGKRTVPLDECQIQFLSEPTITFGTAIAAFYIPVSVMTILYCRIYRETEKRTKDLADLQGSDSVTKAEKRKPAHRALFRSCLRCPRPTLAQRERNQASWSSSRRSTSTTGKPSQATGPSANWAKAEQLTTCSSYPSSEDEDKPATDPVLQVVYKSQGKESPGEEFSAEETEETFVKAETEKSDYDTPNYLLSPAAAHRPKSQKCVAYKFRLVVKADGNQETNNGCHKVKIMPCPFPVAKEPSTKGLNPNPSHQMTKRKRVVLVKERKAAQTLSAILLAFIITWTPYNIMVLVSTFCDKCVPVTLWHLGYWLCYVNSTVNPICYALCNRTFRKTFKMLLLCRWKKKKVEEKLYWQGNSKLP
# CHRM5 agonist: CHRM5 agonism in calcium assay; P08912; CHO-K1 hM5 cells, Fluo-8 calcium fluorescence; 0% DMSO wells, 100% maximal acetylcholine response; activation, % at 3 µM; 0.19% of 360,000 active;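 active = activation above the run's mean over test compounds plus 3 SD, cut at about 23% in these data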;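 also: signal is peak over basal fluorescence ratio across the kinetic read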
# CRFR2-BP ag: CRF-BP/CRF-R2 complex agonism | HEK293 CRF-R2/CRF-BP, calcium dye fluorescence (FLIPR); percent of saturating CRF peptide response | activation, % at 13.2 µM | 0.46% of 350,000 active | AID 588473;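 active = activation of at least 50%, plus an integration ratio under a set limit after plate pattern correction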;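 also: plate controls were neutral control wells without compound for no effect and CRF at EC100 for full effect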
# M4 antag: blocks acetylcholine activation of human M4 receptor | 0.73% of 360,000 active | AID 624125 | P08173 | inhibition, % at 3 µM | CHO-hM4 cells, ACh EC80, Fluo-8 calcium fluorescence;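 active = inhibition above its plate's cutoff, the mean inhibition of sample wells plus 3 SD, cut at about 27% in these data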;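 also: 0% = acetylcholine EC80 with DMSO and 100% = DMSO without agonist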
# CHRM5 PAM: potentiates acetylcholine response at human M5 receptor | 0.3% of 360,000 active | activation, % at 3 µM | CHO-K1 hM5, Fluo-8 calcium, ACh EC20 PAM; 0% = ACh EC20, 100% = ACh EC100 | AID 624038;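 active = activation above the run cutoff, the mean activation of all test compounds plus 3 SD, cut at about 18% in these data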
#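 Measured by: Fluo-8 calcium fluorescence; material: human M5 receptor in CHO-K1 cells; schedule: Post-acetylcholine fluorescence recording 140 s; benchmarks: low control EC20 acetylcholine (0%), high control EC100 acetylcholine (100%); read-out: Max/basal fluorescence ratio as % of EC20–EC100 ACh window; compound: single dose, 3 µM nominal final test concentration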
# CRFR2-BP antag: antagonists of CRF-binding protein/CRF-R2 receptor complex; HEK293 CRF-R2/CRF-BP, CRF-induced calcium fluorescence; inhibition, % at 11.8 µM; 0.59% of 350,000 active;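 active = inhibition of the ligand-induced calcium signal above about 50% at the single tested concentration, limit read from the data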
# M4 PAM: potentiates acetylcholine response at human M4 receptor | 0.4% of 360,000 active | activation, % at 3 µM | CHO-K1 hM4/Gqi5, Fluo-8 calcium fluorescence, ACh EC20; 0% = ACh EC20, 100% = maximal ACh | AID 624126;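 active = activation above its plate's cutoff, the mean activation of sample wells plus 3 SD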; also: some results filed as inactive read as strong as hits
# M1 PAM: positive allosteric modulators of human M1 muscarinic receptor; activation, % at 3 µM; P11229; CHO-K1 hM1, Fluo-8 calcium fluorescence, ACh EC20; 0% = ACh EC20, 100% = maximal ACh; 0.088% of 360,000 active; in the data active = activation above about 19%, passing the limit was not always enough
# Target sequence (P11229 whole entry, looked up): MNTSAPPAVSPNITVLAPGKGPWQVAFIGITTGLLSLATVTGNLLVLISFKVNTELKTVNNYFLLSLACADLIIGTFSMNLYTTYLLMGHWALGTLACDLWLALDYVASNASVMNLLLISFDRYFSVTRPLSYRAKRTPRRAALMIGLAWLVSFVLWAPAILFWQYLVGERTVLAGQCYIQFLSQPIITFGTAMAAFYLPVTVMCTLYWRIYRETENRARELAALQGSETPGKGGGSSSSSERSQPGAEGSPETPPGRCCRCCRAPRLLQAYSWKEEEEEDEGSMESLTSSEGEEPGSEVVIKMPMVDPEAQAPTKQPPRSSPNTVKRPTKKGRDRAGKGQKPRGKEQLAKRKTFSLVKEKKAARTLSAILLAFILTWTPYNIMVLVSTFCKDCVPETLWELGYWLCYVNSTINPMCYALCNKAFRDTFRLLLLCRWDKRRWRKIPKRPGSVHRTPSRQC
# M4 ag: CHRM4 agonism in calcium assay; P08173; CHO-K1 hM4/Gqi5, Fluo-8 calcium fluorescence; vehicle 0%, full acetylcholine response 100%; activation, % at 3 µM; 0.14% of 360,000 active; AID 624127;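 active = activation above the run mean over all test wells plus 3 SD, cut at about 32% in these data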;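 also: peak over basal fluorescence ratio per well then scaled between controls; 0% = DMSO wells and 100% = acetylcholine at EC100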
# * hit, by the source's call; / = no result given.
# Start of the data: the first 4 entries, to show the layout:
no. | M5 antag | CHRM5 agonist | CRFR2-BP ag | M4 antag | CHRM5 PAM | CRFR2-BP antag | M4 PAM | M1 PAM | M4 ag | structure
1 | -2 | 2 | -0.7 | 0 | 4 | 7 | 3 | 10 | 2 | COCc1cc(C)nc(NCCO)c1C#N
2 | 8 | 1 | -1.2 | -3 | 0 | -5 | 0 | -1 | 3 | Cc1ccc(C(=O)Nc2nc(-c3ccc(F)cc3)cs2)o1
3 | 7 | 0 | / | 9 | -3 | / | -2 | 1 | 1 | CC(=O)NC(c1ccccc1)c1nc(-c2cccnc2)cs1 (configuration not stated)
4 | 9 | -1 | -0.1 | -8 | -1 | -7 | 4 | 18 | 1 | CC1CC(=O)Nc2ccccc2N1C(=O)COc1ccc2ccccc2c1 (configuration not stated)

# All compounds of this part, previewed entries included:
no. | M5 antag | CHRM5 agonist | CRFR2-BP ag | M4 antag | CHRM5 PAM | CRFR2-BP antag | M4 PAM | M1 PAM | M4 ag | structure
1 | -2 | 2 | -0.7 | 0 | 4 | 7 | 3 | 10 | 2 | COCc1cc(C)nc(NCCO)c1C#N
2 | 8 | 1 | -1.2 | -3 | 0 | -5 | 0 | -1 | 3 | Cc1ccc(C(=O)Nc2nc(-c3ccc(F)cc3)cs2)o1
3 | 7 | 0 | / | 9 | -3 | / | -2 | 1 | 1 | CC(=O)NC(c1ccccc1)c1nc(-c2cccnc2)cs1 (configuration not stated)
4 | 9 | -1 | -0.1 | -8 | -1 | -7 | 4 | 18 | 1 | CC1CC(=O)Nc2ccccc2N1C(=O)COc1ccc2ccccc2c1 (configuration not stated)
5 | 3 | 0 | 0.4 | 6 | 0 | 2 | 2 | 1 | 1 | CC1(C)CC(=O)C2=C(C1)N(Cc1cccnc1)C(=O)C2(NC(=O)C1CC1)C(F)(F)F (configuration not stated)
6 | 11 | 7 | -1.8 | -6 | -12 | 5 | -2 | -7 | 22 | Fc1cccc(Cl)c1Cn1nnc2c(NCc3ccncc3)ncnc21
7 | 5 | -1 | -1.1 | 0 | -6 | 0 | -2 | -6 | 2 | CCN(CC)S(=O)(=O)c1ccc(N2CCCC2)c(NC(=O)CSCc2c(C)noc2C)c1
8 | 10 | 1 | -1.7 | -10 | 0 | 1 | 2 | 9 | 0 | COc1ccc(C(=O)OC(C)C(=O)NC2CCCC2)cc1S(=O)(=O)N1CCOCC1 (configuration not stated)
9 | -1 | -3 | 0.8 | -1 | -2 | 23 | 3 | 6 | 3 | CSc1ccccc1NC(=O)CN(C)S(=O)(=O)c1ccc(F)cc1
10 | -6 | -12 | 0.2 | 8 | 5 | -11 | 5 | 6 | 1 | CCN(CC)CCN(C(=O)CN1C(=O)CCC1=O)c1nc2cc3c(cc2s1)OCO3
11 | -1 | -3 | -1.4 | 0 | 8 | 3 | 0 | -1 | 0 | COc1ccc(-c2cn3cc(C)ccc3n2)cc1F
12 | 0 | 0 | 1.2 | 3 | 5 | -12 | 1 | 10 | 2 | Cc1ccc2[nH]c(-c3cccc(N)c3)cc2c1
13 | 8 | -2 | 0.2 | -8 | -1 | -2 | 8 | 15 | 1 | CCCCNC(=O)[C@H]1N2C(=O)c3c(ccc(OC)c3OC)C2SC1(C)C (some centres not stated)
14 | -5 | -3 | / | -9 | -2 | / | 0 | -7 | 2 | CC1(Oc2cnc(Cl)c3ccccc23)CCN(Cc2ccc(OC(F)(F)F)cc2)C1 (configuration not stated)
15 | -9 | 3 | 0.5 | -5 | -11 | 7 | -12 | -1 | 7 | COCCNC(=O)COC(=O)c1ccc(OCC(=O)Nc2ccccc2OC)c(OC)c1
16 | 4 | 0 | 0.8 | 0 | 1 | -5 | 2 | 11 | 0 | O=C(NCC(=O)N(c1ccccc1)C(C(=O)NC1CCCCC1)c1ccncc1)c1ccco1 (configuration not stated)
17 | -2 | -2 | -0.6 | 14 | 0 | 6 | 9 | 5 | 1 | COc1cc(NC(=O)c2ccc(Cl)cc2)c(OC)cc1NC(=O)CN1CCOCC1
18 | 6 | 3 | 0.2 | 2 | 9 | -8 | 10 | 15 | 1 | OCC[C@@H]1C[C@H](O)[C@@H](O)[C@@]2(CCCCO2)O1
19 | 24 | -1 | 0.8 | -5 | -9 | 8 | 0 | 4 | 1 | Cc1cc2cc(CNC(=O)CCC(=O)O)ccc2n1C
20 | 1 | -5 | 0.5 | -12 | -6 | -10 | 0 | 8 | -1 | CCOC(=O)C1=C(CNCCc2ccc(Cl)cc2)NC(=O)NC1c1ccc2c(c1)OCO2 (configuration not stated)
21 | 4 | -10 | 1.9 | 3 | 5 | 20 | -6 | 0 | 4 | CC(=O)N1CCc2cc(S(=O)(=O)NCCCN3CCN(Cc4ccccc4)CC3)ccc21
22 | -7 | -3 | 0.1 | 8 | 8 | 2 | -1 | -5 | 0 | Cc1nc2ccc(NC(=S)NC3CC3)cc2nc1C
23 | 0 | -1 | 1.2 | 9 | -1 | -7 | -3 | -3 | 1 | C/C(=N/NC(=O)c1ccoc1C)c1ccc(NC(=O)c2ccncc2)cc1
24 | 7 | 1 | 40 | -1 | 5 | -4 | -3 | 7 | 2 | Cc1ccc(CCNC(=O)C2CCN(S(=O)(=O)N3CCC4(CC3)OCCO4)CC2)cc1
25 | -5 | 0 | 0.7 | 0 | -3 | 3 | 8 | 2 | 0 | Cc1ccc(C(=O)NC(C)c2ccccc2)o1 (configuration not stated)

# Reprinted from the part before: 2 entries; new compounds follow.
no. | M5 antag | CHRM5 agonist | CRFR2-BP ag | M4 antag | CHRM5 PAM | CRFR2-BP antag | M4 PAM | M1 PAM | M4 ag | structure
24 | 7 | 1 | 40 | -1 | 5 | -4 | -3 | 7 | 2 | Cc1ccc(CCNC(=O)C2CCN(S(=O)(=O)N3CCC4(CC3)OCCO4)CC2)cc1
25 | -5 | 0 | 0.7 | 0 | -3 | 3 | 8 | 2 | 0 | Cc1ccc(C(=O)NC(C)c2ccccc2)o1 (configuration not stated)
26 | 0 | 1 | 2.8 | 3 | -6 | 4 | -3 | 5 | 1 | COc1ccc(CCc2nnc(CCC(=O)NCCc3ncccc3C)o2)cc1
27 | -5 | -2 | 0.4 | -8 | 7 | 3 | 0 | 8 | -1 | O=C(COC(=O)Cc1cccc(C(F)(F)F)c1)Nc1cccc2ccccc12
28 | 7 | 0 | -0.9 | -3 | -4 | 12 | -1 | -2 | 2 | O=C(CSc1nnc(-c2cnccn2)n1Cc1ccco1)c1ccc2ccccc2c1
29 | 0 | 2 | 0.0 | -4 | 21* | -1 | 13 | 15 | 0 | NC(=O)[C@@H]1CCOc2c(I)cc([N+](=O)[O-])cc2C(=O)N[C@@H](CO)C(=O)NCC(=O)N1
30 | 9 | 0 | 0.6 | 0 | -4 | -12 | 6 | 5 | 1 | COc1ccc(NC(=O)CC2Nc3cc(C)c(C)cc3NC2=O)c([N+](=O)[O-])c1 (configuration not stated)
31 | -1 | -2 | 0.0 | -1 | -1 | 9 | 4 | 10 | 1 | O=C(NC(=S)Nc1ncccn1)c1ccccc1Cl
32 | -1 | -2 | 0.2 | -4 | -5 | -23 | -3 | -7 | 6 | CCc1ccc(C(C(=O)NCc2ccc(F)cc2)N(C(=O)c2csnn2)C2CC2)cc1 (configuration not stated)
33 | 3 | -5 | 1.3 | 2 | -13 | 8 | -11 | -1 | -2 | Cc1ccc(SCC(=O)N2c3ccccc3Sc3ccccc32)cc1
34 | 0 | 0 | -0.7 | -9 | 1 | 16 | 5 | 0 | 0 | CCn1c(SCC(=O)Nc2cccc(C)c2)nc2c(c1=O)SC(C)C2 (configuration not stated)
35 | 0 | -8 | -0.6 | 4 | 14 | -17 | -4 | 9 | 2 | O=C(CCCOc1ccccc1)Nc1ccc2c(c1)OCCO2
36 | -5 | 0 | 4.6 | -5 | 5 | 2 | -5 | 2 | 1 | O=C1CCCN2N=C(SCC(=O)N3CCCCC3)SC2=N1
37 | -5 | -2 | 0.2 | -6 | -2 | 1 | -1 | 3 | 4 | O=C(COC(=O)CCC(=O)c1cccs1)Nc1cccc(S(=O)(=O)N2CCOCC2)c1
38 | 4 | -2 | 0.3 | -4 | 7 | 9 | 8 | 8 | 1 | COC(=O)c1oc(-c2ccccc2)nc1C
39 | 4 | 2 | 2.0 | -5 | 1 | -16 | 8 | 6 | 1 | Cc1ccccc1C(=O)NNC(=O)C1CC(=O)N(Cc2ccccc2)C1 (configuration not stated)
40 | -3 | 0 | -1.3 | -13 | 0 | 10 | -2 | 5 | 2 | COc1ccc(CNS(=O)(=O)c2cc(Br)cc3c2N(C(C)=O)C(C)C3)cc1 (configuration not stated)
41 | 5 | -2 | -0.8 | 0 | -8 | -2 | -3 | 6 | 1 | C/C(=N\Nc1ncc(Cl)cc1Cl)c1ccc(N2CCOCC2)cc1
42 | 4 | 1 | -2.2 | 6 | 1 | -6 | 0 | 2 | -1 | Nc1c(C(=O)CSc2nnc(Cc3ccccc3)o2)c(=O)[nH]c(=O)n1C1CC1
43 | -7 | -4 | 2.6 | 9 | -8 | 3 | 0 | 0 | 0 | COc1ccc(C(=O)c2ccc(Cl)cc2)c2ccccc12
44 | 15 | 0 | -0.2 | -10 | 4 | 11 | 18 | 13 | -1 | COc1ccc(/C=C/c2nc3ccccc3n2Cc2ccc(OC)c(OC)c2)cc1
45 | 1 | -3 | -0.2 | 12 | -1 | 11 | -4 | 3 | 1 | CC1CCCCN1C(=S)Nc1ccc2nc3n(c(=O)c2c1)CCCCC3 (configuration not stated)
46 | 1 | -4 | -3.0 | 0 | -3 | -5 | -2 | -8 | 0 | COc1cc2cnc(C3=CCCCC3)cc2cc1OC
47 | 4 | -2 | -1.1 | 11 | -3 | 23 | -4 | -6 | 1 | Cc1cccc(NC(=S)N2CCN(S(=O)(=O)c3ccc(F)cc3)CC2)c1
48 | 8 | 2 | 3.1 | 0 | 1 | -6 | -1 | -10 | 0 | OCC[C@@H]1C[C@H](O)[C@@H](O)[C@@]2(OCc3ccccc32)O1
49 | -3 | 1 | 0.3 | -5 | 3 | 0 | 12 | 15 | 0 | Cc1c(NC(=O)C(C)OC(=O)CNC(=O)c2ccc(C(C)(C)C)cc2)c(=O)n(-c2ccccc2)n1C (configuration not stated)
50 | 10 | -1 | -3.3 | 1 | -1 | 1 | -8 | 7 | 1 | COCCCN1C(=O)c2ccc(C(=O)OCC(=O)NCCc3ccccc3)cc2C1=O
51 | 7 | 1 | -2.3 | 3 | 0 | 9 | 9 | 11 | 0 | COc1ccc(OC)c2c1cc(C(=O)N[C@H](C(=O)N1CCC[C@H]1C(=O)O)C(C)C)n2C
52 | -9 | -9 | -0.1 | -18 | 3 | 16 | 10 | 7 | 2 | Cc1cc(NC(=O)CCC(=O)N(CCC(C)C)C(C(=O)NC2CCCC2)c2cccnc2)no1 (configuration not stated)
53 | 9 | -1 | -1.4 | 1 | -8 | -14 | 0 | 1 | 0 | Cc1ccnc(NS(=O)(=O)c2ccc(NC(=O)C3C4C=CC(C4)C3C(=O)O)cc2)n1 (configuration not stated)
54 | 1 | -2 | -2.6 | -2 | 2 | -12 | -4 | 0 | 0 | Cc1ccc(CC2CC(=O)N(CCc3ccccc3)C2=O)cc1 (configuration not stated)
55 | 4 | -7 | / | 8 | 2 | / | -10 | -5 | 0 | CC(C)(C)Cc1c(-c2cccc(Br)c2)nc2ccc(Cl)cn12
